Screening data (PubChem BioAssay)
TNAP activators: human TNAP enzyme activators, primary screen, biochemical, luminescent, no phosphate acceptor, uHTS (AID 1001); purified TNAP, luminescent activation assay, no phosphate acceptor; higher activation fold means a stronger effect; one-dose activation fold at 20 µM; EC50 in µM for titrated hits; 200,000 tested, 0.03% active; in the data active = activation fold from about 3, or a potency from the dose series; inactive = the rest, 99 in 100 with activation fold below about 1.6; note: many of its hits are not listed in these tables
T cell modulator: modulators of CD8 T cell-vesicle binding, primary screen, mouse 2C CD8+ T cells, flow cytometry; 2C CD8+ T cell-vesicle binding; stronger effect = lower value; calls only at 7 µM; 330,000 tested, 0.068% active;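 active = response, share of CD8 T cells binding vesicles, and their 90th percentile fluorescence all below set limits, cut at about 80% in these data, passing the limit was not always enough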
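Material: 2C TCR transgenic mouse naive CD8+ T cells, MACS-purified. Also added: QL9-charged Drosophila Ld/ICAM-1/B7-1 vesicles. Timing: binding 1.5 h at 37 °C. Measured by: high-throughput flow cytometry with anti-B7-1 and anti-CD8 staining. Read-out: percent CD8+ FL2 mean versus row control. Controls: Unloaded micro-vesicles (low), QL9 vesicles with 0.7% DMSO (high).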
bCat nuc transl: modulators of beta-catenin nuclear translocation, primary screen, imaging, HeLa cells, immunofluorescence, high-content; nuclear translocation activity, % at 5 µM; 190,000 tested, 0.3% active;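 active = nuclear translocation activity above 50% at 5 µM, with a well cell count of 50 or more; inconclusive = wells under 50 cells across six images, flagged as toxic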;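 note: per-cell ratio of nuclear to cytoplasmic median beta-catenin stain intensity; plate controls were DMSO negative control for no effect and GSK-3 inhibitor IX positive control for full effect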
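Test system: human HeLa cells, endogenous beta-catenin. Times: 24 h compound exposure, 37°C. Measured by: beta-catenin immunofluorescence imaging with DAPI.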
Myeloid diff 2: induction of myeloid progenitor differentiation, primary screen, cell-based, flow cytometry, MLPCN library | calls only at 10 µM | 360,000 tested, 1% active | ER-HoxA9 myeloid progenitors, lysozyme-GFP differentiation | AID 624256, 2012;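 active = normalized GFP-positive differentiation at or above the plate's own cutoff, the solvent-only control mean plus 3 SD; inconclusive = no clear call, values can overlap the other calls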;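 note: cells exposed to compound for four days before flow analysis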
MT stabilizer: microtubule stabilizers in HeLa cells, primary screen, imaging, high-content imaging; HeLa tubulin immunostaining HCS, 24 h; share of cells brighter than vehicle mean+2SD; % tubulin-high responders, % at 10 µM; 200,000 tested, 0.83% active;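 active = plate Z-score above 3 for both tubulin-high and condensed-nucleus cell shares, with cell loss under 80%, at 10 µM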;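 note: anti alpha tubulin signal scored within the nucleus-defined area of each cell; some results filed as inactive read as strong as hits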
human PMI inhibition: inhibitors of human PMI, primary screen, biochemical, fluorescence intensity, coupled assay (AID 1209); Mannose-6-phosphate isomerase (Homo sapiens); purified PMI enzyme, coupled fluorescence intensity; higher % means a stronger effect; 190,000 tested, 0.42% active; inhibition, % at 20 µM, or IC50 in µM where a hit was titrated; in the data active = inhibition above about 50%;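 note: plate controls were DMSO vehicle for no effect and wells lacking substrate for full effect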
Hep lipid drop: inhibitors of hepatocyte lipid droplet formation, primary screen, imaging, high-throughput imaging, BODIPY stain; AML12 mouse hepatocytes, oleate lipid droplets; inhibition, % at 6.5 µM; 240,000 tested, 0.4% active; AID 1656, 2009;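 active = lipid droplet intensity inhibited by at least 50%, with more than 500 cells counted; inconclusive = wells with under 300 cells, treated as cytotoxic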
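Test system: AML12 hepatocytes (mouse); reagent: oleate loading, 100 µM; dosing: one dose, 6.5 µM compound; incubation: overnight exposure; signal: fluorescence imaging, 20x objective, two fields per well; read-out basis: % inhibition of corrected integrated BODIPY droplet signal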
Ins promoter up: insulin promoter activators in MIN6 cells, imaging, high-content screening, mouse beta cells; AID 1625, 2009; MIN6 insulin promoter-GFP reporter; stronger effect = higher value; 190,000 tested, 0.3% active; z-score at 5 µM;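 active = z-score above 3 at 5 µM with at least 500 cells counted in the well; inconclusive = wells under 500 cells, flagged as cytotoxic or low count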
Dynein transport: inhibitors of GR-EGFP nuclear translocation, primary screen, dynein cargo transport inhibitor project, imaging, high-content, 3617.4 mouse cells | z-score, hits read low | AID 1381, 2008 | 220,000 tested, 0.47% active | test concentration mostly 20 µM; stimulated with dexamethasone, 1 µM; stronger effect = lower value;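 active = plate z-score of nuclear minus cytoplasmic receptor signal below a set negative limit, without overly bright fluorescence or cell loss, cut at about -3.5 in these data, passing the limit was not always enough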;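 note: z-score of nuclear minus cytoplasmic ring GR-EGFP intensity difference per well; some compounds called inactive have numbers as strong as hits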
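medium = tetracycline-free induction medium containing charcoal-stripped FBS | probe or stimulus = dexamethasone, 1.0 µM final | timing = 48 h induction, then 1 h compound, then 30 min agonist, 37 °C | detection = automated 10x imaging of fixed Hoechst-stained cells | read-out basis = nuclear versus cytoplasmic GR-EGFP signal, averaged per well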
Dynein transport cytoplasmic EGFP: recorded beside Dynein transport, whose call it bears; z-score; measured here: cytoplasmic GR-EGFP intensity; stronger effect = higher value
Dynein transport nuclear GR-EGFP: further read-out of Dynein transport, marked with its call; z-score; measured here: nuclear GR-EGFP intensity;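 lower value marks the stronger effect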
Dynein transport cell count: recorded beside Dynein transport, whose call it bears; z-score; measured here: cell count per field
Ins promoter up cell count: further read-out of Ins promoter up, marked with its call; cell count; measured here: cytotoxicity, nuclei count;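 total cells summed across four imaged fields per well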
Hep lipid drop cells 6.5 µM: second read-out of Hep lipid drop, no call of its own (marks repeat the call); cell count; measured here: cell count, cytotoxicity flag;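 cells counted across two imaged fields per well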
bCat nuc transl cell count 5 µM: also measured in bCat nuc transl; calls as there; cell count; measured here: cell count, cytotoxicity flag
T cell modulator vesicle-bound %: recorded beside T cell modulator, whose call it bears; double positive events, %; measured here: CD8+ vesicle-bound cell fraction;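 binding gate set so that unloaded-vesicle control wells show 10% double positive cells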
MT stabilizer Hoechst-high %: further read-out of MT stabilizer, marked with its call; % Hoechst-high responders; measured here: nuclear condensation Hoechst responders;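 share of cells brighter than vehicle mean plus two SD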
MT stabilizer cytotoxicity %: second read-out of MT stabilizer, no call of its own (marks repeat the call); toxicity, %; measured here: cytotoxicity by cell density;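 0% = mean cell density of plate MIN control wells and 100% = no cells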
Myeloid diff 2 GFP+ MAC1+ %: further read-out of Myeloid diff 2, marked with its call; GFP+ MAC1+ double positive, %; measured here: differentiation confirmed by MAC1 staining
Numbers without * were called inactive; i = inactive; u = inconclusive; x = not tested or not shown.

SMILES	TNAP activators	T cell modulator	T cell modulator vesicle-bound %	bCat nuc transl	bCat nuc transl cell count 5 µM	Myeloid diff 2	Myeloid diff 2 GFP+ MAC1+ %	MT stabilizer	MT stabilizer Hoechst-high %	MT stabilizer cytotoxicity %	human PMI inhibition	Hep lipid drop	Hep lipid drop cells 6.5 µM	Ins promoter up	Ins promoter up cell count	Dynein transport	Dynein transport cytoplasmic EGFP	Dynein transport nuclear GR-EGFP	Dynein transport cell count
O=C(c1ccccc1Cl)N(Cc1ccc(Cl)c(Cl)c1)N1C(=O)CCCC1=O	1	i	17	-2.6	1262	i	0.4	2.2	1.8	4.9	17%	-4	739	2.7	1412	0.63	-0.29	0.43	-0.36
Cc1nn(C)c(C)c1S(=O)(=O)N1CCCC(C(=O)NCCc2ccc(Cl)cc2)C1 (stereo not drawn)	1.1	i	52	-4.5	1051	i	1.4	2.2	1.8	0.8	17%	-2	743	0.42	1762	1.9	0.28	1.1	-2.4
CCCCS(=O)CC(COC)OC(=O)c1ccccc1 (stereo not drawn)	1.1	i	55	-1.8	1144	i	0.2	4.6	1.2	5.0	-1%	19	645	-0.08	1256	-0.4	-0.33	-0.48	1.3
CSc1ccccc1NS(=O)(=O)c1ccccc1	1.1	i	36	-3.1	706	i	2.1	2.6	2.2	5.5	-16%	x	x	-0.89	1497	0.047	-0.19	-0.1	-0.64
CN(Cc1ccccc1)C(=O)CN(C1CCCCC1)S(C)(=O)=O	1	i	38	-5.4	1168	i	1.6	2.9	1.8	0.7	10%	x	x	1.1	1293	1.2	-0.15	0.7	0.16
Cc1cc(Cl)ccc1OCC(=O)Nc1nc(-c2cccs2)cs1	1	i	29	-1.3	1371	i	0.5	3.8	1.6	3.4	4%	x	x	-1.4	1504	0.46	-0.061	-0.35	-1.7
CNCC(O)COc1cccc(OC)c1 (stereo not drawn)	1.1	i	33	-1.4	977	i	0.3	1.8	2.2	11	4%	2	683	0.69	1400	-0.25	-0.2	-0.08	0.35
Cc1ccnc2nc(C(=O)Nc3nnc(-c4ccccc4)o3)nn12	0.5	i	35	3.1	988	i	0.3	2.1	2.4	4.9	-5%	8	678	0.33	1615	-0.42	-0.32	-0.3	0.56
Cc1ccc(NC(=S)N2CCOCC2)c(C)c1	1.1	i	31	-0.6	869	i	1.2	2.8	1.6	6.3	16%	4	666	0.57	1872	0.19	-0.21	-0.23	0.71
CCOC(=O)c1cc(C(=O)OCC)c(=O)[nH]c1N1CCCC1	1	i	62	0.3	1518	i	0.5	4.7	1.7	3.1	-7%	0	551	0.18	1424	0.55	-0.14	0.65	-0.46
Cc1nc(CNC(=O)CC2C(=O)NCCN2Cc2cccc(Oc3ccccc3)c2)cs1 (stereo not drawn)	1.1	i	47	-1.0	1082	i	0.4	2.2	1.6	0.6	0%	-17	752	1	1352	-0.16	-0.21	0.081	-0.38
CC1(C)CC(=O)C2=C(C1)OC(N)=C(C#N)C2c1cccc(OC(=O)c2ccco2)c1 (stereo not drawn)	1.1	i	34	-1.0	1151	i	0.3	4.7	3.1	10	15%	11	678	0.31	1801	0.33	-0.16	0.35	-0.29
CCc1ccccc1NC(=S)NCCSc1ccc(Cl)cc1	1.1	i	37	x	x	i	0.6	3.3	3.8	4.0	-3%	-16	718	-1.1	1142	2.1	-0.15	1.3	-1.4
NC(=O)CC(NC(=O)Cc1cccc2ccccc12)c1ccc(N2CCN(c3ccccc3)CC2)c([N+](=O)[O-])c1 (stereo not drawn)	x	i	48	0.6	1259	i	0.8	x	x	x	x	27	653	0.48	1057	-0.31	-0.67	-0.21	-0.3
C=C(C)COc1ccc(-c2[nH]ncc2-c2ccccc2)c(O)c1	1.1	i	44	1.8	1317	i	0.3	3.4	1.5	3.9	19%	x	x	-0.26	1578	0.49	0.9	0.42	-4.7
O=C(c1ccccc1Br)N1CCN(c2ccc([N+](=O)[O-])c(N3CCOCC3)c2)CC1	0.9	i	49	-0.8	1157	i	0.3	3.1	1.4	12	-5%	2	721	-0.37	1241	0.44	-0.35	-0.17	0.26
CCCOc1ccc(C(O)C(CN2CCOCC2)c2ccccc2)cc1 (stereo not drawn)	1	i	34	-3.8	1410	i	0.4	3.3	2.1	4.5	6%	x	x	-1.1	1106	-0.94	-0.23	-1.1	1
Cc1ccc(C)c(OCC(=O)Nc2ccc(S(=O)(=O)Nc3ccccn3)cc2)c1C	1.2	i	21	0.9	1100	i	0.0	7.4	2.9	13	10%	-1	622	-0.41	1618	0.31	-0.0008	0.22	0.34
CC(=O)Nc1ccc(NC(=O)CSc2ncnc3c2cnn3Cc2ccccc2)cc1	x	i	21	1.2	1324	i	0.2	x	x	x	x	2	657	0.17	1105	-0.27	-0.24	0.29	-0.25
COc1cc2nc(Cl)nc(N3CCCCC3)c2cc1OC	1.1	i	12	1.5	540	i	0.5	1.4	1.7	4.2	1%	25	768	x	x	0.55	-0.33	1.1	-0.91
N#Cc1nc(-c2ccco2)oc1NCCCN1CCOCC1	1.2	i	20	-0.6	1108	i	0.3	5.4	3.0	8.7	7%	x	x	0.39	898	1.9	1.2	0.97	-0.66
Cc1ccc(S(=O)(=O)Nc2ccncc2)c(C)c1N(C)S(=O)(=O)c1ccc(F)cc1	1	i	48	-1.6	884	i	0.0	5.3	2.2	3.2	5%	-3	637	-0.18	1272	-0.27	-0.1	-0.32	0.47
CCO[C@H]1OC(C(=O)N2CCN(C)CC2)=C[C@@H](c2ccc3c(c2)OCO3)[C@@H]1CCCO	1	i	27	0.1	1126	i	0.4	3.9	1.8	7.7	8%	-13	702	0.7	1394	-1.1	-0.026	-0.31	0.9
CC(C)(C)c1nc2ccccc2c2nnc(SCC(=O)Nc3nccs3)n12	1	i	24	40	905	u	x	42*	24*	42*	6%	x	x	-0.7	1648	0.83	2.4	0.55	0.61
COc1cc(/C=N/S(=O)(=O)CCc2ccccc2)ccc1O	1	i	51	-1.2	1061	i	1.0	2.4	2.4	1.9	15%	22	646	0.32	1437	-0.23	-0.26	0.038	-0.13
O=C(NNC1=NCCN1Cc1ccccc1)c1cccc(C(F)(F)F)c1	x	i	41	-1.2	1031	i	0.4	x	x	x	x	1	749	0.18	1339	0.41	-0.21	0.11	0.8
CCC(C)c1ccc(NC(=O)C/C(C)=N/NC(=O)c2cnccn2)cc1 (stereo not drawn)	1.4	i	42	0.8	985	i	1.1	2.0	2.0	11	-4%	-11	682	-0.09	1334	0.55	-0.25	0.34	0.76
CCc1cc(=O)oc2c(C)c(O)c(CN(C)C)cc12	1.1	i	36	1.1	1136	i	2.0	3.8	2.7	13	13%	x	x	0.47	1189	-0.14	-0.24	0.25	0.85
Cc1cc(C)n2nc(SCc3nnc(SCc4ccccc4)s3)nc2n1	1.1	i	22	6.5	1385	i	1.5	3.7	2.0	7.3	2%	x	x	-2	1398	-0.12	-0.22	0.56	0.65
CCC(C)NC(=O)CSC1=Nc2ccccc2C2=NC(c3ccccc3)C(=O)N12 (stereo not drawn)	1	i	4	x	x	i	0.6	0.7	1.7	10	-5%	-2	774	-0.88	949	0.8	-0.37	0.33	0.25
O=C(Nc1ccc2c(c1)C(=O)N(CC1CCCO1)C2=O)c1ccc(Cl)c(Cl)c1 (stereo not drawn)	1	i	27	-1.2	1247	i	1.3	1.5	0.9	9.6	-5%	11	788	-0.38	1015	-0.16	-0.1	0.55	0.18
OCCC1CN(Cc2cnc(-c3ccccc3)s2)CCN1Cc1ccccc1 (stereo not drawn)	1	i	58	-1.4	1225	i	0.5	5.4	1.7	6.3	4%	22	684	0.32	1413	-1.8	-0.2	-0.74	0.23

A section taken from the entries so far, as a working copy:
SMILES	TNAP activators	T cell modulator	T cell modulator vesicle-bound %	bCat nuc transl	bCat nuc transl cell count 5 µM	Myeloid diff 2	Myeloid diff 2 GFP+ MAC1+ %	MT stabilizer	MT stabilizer Hoechst-high %	MT stabilizer cytotoxicity %	human PMI inhibition	Hep lipid drop	Hep lipid drop cells 6.5 µM	Ins promoter up	Ins promoter up cell count	Dynein transport	Dynein transport cytoplasmic EGFP	Dynein transport nuclear GR-EGFP	Dynein transport cell count
COc1cc2nc(Cl)nc(N3CCCCC3)c2cc1OC	1.1	i	12	1.5	540	i	0.5	1.4	1.7	4.2	1%	25	768	x	x	0.55	-0.33	1.1	-0.91
N#Cc1nc(-c2ccco2)oc1NCCCN1CCOCC1	1.2	i	20	-0.6	1108	i	0.3	5.4	3.0	8.7	7%	x	x	0.39	898	1.9	1.2	0.97	-0.66
